Screening results (PubChem BioAssay)
BRCA1 expr act = BRCA1 expression activation; MCF7-BRCA1-FFLuc reporter, luminescence, 48 h; response scale: scaled: vehicle 0%, 10 µM genistein 100%; Potency, µM (highest dose often 46.1 µM), for the others: top-dose activation, actives largely listed as activators; actives 1.1% (n = 380,000); AID 624202; note: potency is the fitted concentration of half-maximal effect; nearly all actives have a fitted effect of over 80% in size; some results filed as inactive show a strong effect at the top dose
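Cells: MCF7-BRCA1-FFLuc, 2000/well. Exposure: 48 h, 37 °C, 5% CO2. Read: luminescence, 15 min post-substrate. Controls: genistein 10 microM (maximal activation), DMSO (neutral).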
p53 reactivation = mutant p53 re-activation in reporter cells; H1299 p53-A138V BP100-luciferase reporter, luminescence, 24 h; Potency, µM (top dose mostly 92.2 µM), without a hit: top-dose activity change, positive = activation, most hits filed as activators; actives 0.063% (n = 320,000); note: potency is the fitted concentration of half-maximal effect; % of control where 0% means no effect; nearly all actives have a fitted effect of over 45% in size
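p53-null H1299 cells stably carrying temperature-sensitive p53-A138V and a BP100-luciferase reporter were pinned with compounds (4-point, 1:5 series) and held 24 hrs at 37 deg C. Luminescence was read 10 min after detection reagent.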
TRPV1 agonist = activates the human vanilloid receptor TRPV1; Q8NER1; TRPV1-expressing cells, Fluo-8 calcium influx, agonist mode; AID 540275; actives 0.19% (n = 320,000); activation, % at 8.33 µM; in the data active = activation above about 80%; inconclusive = between about 30% and that limit; note: 0% is about no effect
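TRPV1-expressing cells were cultured overnight at 35.5C and loaded with Fluo-8 calcium dye for 40 to 90 min at room temperature. After a 10 s baseline, compound was added and calcium influx was read kinetically for 3 min (ex 480/em 520 nm).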
Rab9 promoter act = activators of Rab9 promoter; Huh7 Rab9 promoter-luciferase reporter, luminescence, 24 h; Potency, µM (series often up to 9.22 µM), inactives show at the highest dose activation, negative = inhibition, most hits filed as activators; actives 2.8% (n = 320,000); note: potency is the fitted concentration of half-maximal effect; % of control where 0% means no effect; nearly all actives have a fitted effect of over 60% in size
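Measured in stably transfected Huh7 cells bearing a Rab9 promoter–luciferase construct: 24 h compound treatment at 37 °C, followed by luminescence detection.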
RORgamma inh = blocks mouse ROR gamma transcriptional activity; P51450; Drosophila S2 Gal4-RORgamma UAS-luciferase reporter, 20 h; Potency, µM (top dose mostly 53.6 µM), for inactives: top-dose activity change, negative = inhibition, actives largely listed as inhibitors; actives 5.4% (n = 310,000); AID 2551; note: potency is the fitted concentration of half-maximal effect; % is set by controls: 0 for no effect and ±100 for the full control effect; nearly all actives have a fitted effect of over 60% in size
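Luciferase reporter read in Schneider cells carrying Gal4-RORγ (mouse) and UAS-Photinus luciferase; cells given compound 1 h before 700 uM copper sulfate induction, then incubated 20 h at ambient temperature.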
FLuc modulator = counter-screen for miR-21 project: firefly luciferase inhibitors or activators; P08659; purified FLuc, Km substrates, luminescence inhibition; Potency, µM (top dose mostly 57.5 µM), without a hit: at the highest dose activity change, negative = inhibition, most hits filed as inhibitors; actives 6.9% (n = 360,000);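 note: potency is the fitted concentration of half-maximal effect; plate controls were vehicle for no effect and reference inhibitor for full effect; nearly all actives have a fitted effect of over 55% in size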
Target sequence (P08659 whole entry, looked up): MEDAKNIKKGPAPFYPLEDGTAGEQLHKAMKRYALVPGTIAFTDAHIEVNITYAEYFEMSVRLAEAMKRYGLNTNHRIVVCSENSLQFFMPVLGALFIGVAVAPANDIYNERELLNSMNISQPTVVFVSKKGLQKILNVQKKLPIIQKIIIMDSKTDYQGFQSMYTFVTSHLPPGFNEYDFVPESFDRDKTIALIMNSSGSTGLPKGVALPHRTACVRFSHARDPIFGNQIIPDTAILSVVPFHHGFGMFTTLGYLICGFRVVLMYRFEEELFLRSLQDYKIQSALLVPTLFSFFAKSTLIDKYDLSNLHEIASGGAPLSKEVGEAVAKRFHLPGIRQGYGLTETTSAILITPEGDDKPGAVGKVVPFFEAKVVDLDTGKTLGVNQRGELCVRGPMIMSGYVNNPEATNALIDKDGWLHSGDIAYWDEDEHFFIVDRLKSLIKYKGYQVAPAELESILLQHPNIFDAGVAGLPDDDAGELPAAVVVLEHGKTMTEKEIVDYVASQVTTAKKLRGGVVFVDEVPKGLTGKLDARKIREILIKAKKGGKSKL
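Purified P. pyralis luciferase (10nM final) with 10uM D-luciferin and 10uM ATP (Km levels) in 50mM Tris acetate pH 7.5, 10mM Mg acetate, 0.01% Tween-20, 0.05% BSA; qHTS 6-point titration, ~60 µM downward; luminescence read.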
ELG1 repair inh = ELG1-dependent DNA repair inhibition; actives 2.3% (n = 330,000); Potency, µM (highest dose often 46.1 µM), without a hit: at the highest dose activity change, negative = inhibition, actives largely listed as inhibitors; HEK293T ELG1-luciferase reporter, luminescence, 16 h; DNA damage induced by 5-fluorouridine; note: potency is the fitted concentration of half-maximal effect; % is set by controls: 0 for no effect and ±100 for the full control effect; nearly all actives have a fitted effect of over 55% in size
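HEK293T cells expressing luciferase-tagged ELG1 (2,000/well) received 5-Fluorouridine plus compound or DMSO for 16 hr at 37 °C. Luciferase was read by ONE-Glo luminescence after 30 min at room temperature.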
VP16 counter = inhibits Gal4-VP16 luciferase reporter, ROR gamma counter-screen | Drosophila S2 Gal4-VP16 UAS-luciferase, luminescence, 20 h | Potency, µM (titrated, usually from 53.6 µM), for inactives: at the highest dose activity, negative = inhibition, most hits filed as inhibitors | actives 3.5% (n = 310,000) | AID 2546;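 note: Gal4-VP16 expression switched on by copper sulfate through the metallothionein promoter; potency is the fitted concentration of half-maximal effect; % is set by controls: 0 for no effect and ±100 for the full control effect; nearly all actives have a fitted effect of over 50% in size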
NPC1 prom act = activators of NPC1 promoter. actives 2.4% (n = 320,000). AID 485313. Potency, µM (doses to about 9.22 µM), for inactives: top-dose activation, usual class: activators. Huh7 NPC1 promoter luciferase reporter, 24 h;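 note: potency is the fitted concentration of half-maximal effect; % of control where 0% means no effect; nearly all actives have a fitted effect of over 60% in size; reporter is driven by a mutant NPC1 promoter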
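Cells: Huh7 expressing luciferase under the NPC1 promoter, 1500/well. Seeded 2 h, compound added, incubated 24 h at 37 °C. Luciferase reagent, 10 min ambient, then luminescence.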
ELG1 genotoxic = genotoxicity induction in ELG1-luciferase HEK293T cells | HEK293T ELG1-luciferase reporter, luminescence, 16 h | Potency, µM (titrated, usually from 46 µM), inactives show top-dose activity change, positive = activation, most hits filed as activators | actives 1.3% (n = 330,000) | AID 504466; note: potency is the fitted concentration of half-maximal effect; % of control where 0% means no effect; nearly all actives have a fitted effect of over 60% in size
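HEK293T cells expressing luciferase-tagged ELG1 were exposed to compound or DMSO vehicle for 16 hr at 37 °C and 5% CO2. Luciferase activity was then measured with ONE-Glo after 30 min at room temperature.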
Tb PFK block = inhibitors of T. brucei phosphofructokinase; T. brucei PFK, ADP-Glo luminescence; O15648; Potency, µM (doses to about 57.5 µM), for inactives: at the top dose activity, negative = inhibition, actives largely listed as inhibitors; AID 485367; actives 0.17% (n = 330,000);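 note: potency is the fitted concentration of half-maximal effect; 0% = uninhibited 1x PFK enzyme wells and -100% = no-enzyme wells; nearly all actives have a fitted effect of over 60% in size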
Target sequence (O15648 whole entry, looked up): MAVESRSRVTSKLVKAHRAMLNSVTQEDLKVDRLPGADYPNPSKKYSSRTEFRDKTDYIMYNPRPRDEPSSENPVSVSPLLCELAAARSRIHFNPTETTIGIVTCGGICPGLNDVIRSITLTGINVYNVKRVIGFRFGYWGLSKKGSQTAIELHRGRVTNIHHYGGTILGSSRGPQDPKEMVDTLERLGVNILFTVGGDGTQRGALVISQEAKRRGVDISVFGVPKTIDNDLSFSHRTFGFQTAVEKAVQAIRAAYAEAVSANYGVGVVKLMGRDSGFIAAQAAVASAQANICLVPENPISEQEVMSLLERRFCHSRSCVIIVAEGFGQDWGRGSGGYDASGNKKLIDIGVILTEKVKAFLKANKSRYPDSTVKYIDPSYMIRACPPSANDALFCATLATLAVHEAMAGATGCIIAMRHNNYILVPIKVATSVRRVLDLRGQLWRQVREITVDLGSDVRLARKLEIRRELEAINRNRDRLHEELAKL
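Compounds were pin-transferred as a titration series up to 57 uM into substrate buffer (0.5 mM F6P, 0.1 mM ATP, pH 8.0), then 1.25 nM PFK was added and reactions ran 45 min before ADP-Glo detection.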
* hit, by the source's call; ? = inconclusive; / = no result given; & = joins results of further samples; [ ] = another dose, or the depositor's remark. Unless noted, calls come from the whole dose curve; as a rule, active = well fitted curve in the direction sought with a large enough effect; inconclusive = small, poorly fitted or top-dose-only effect, or another doubt; inactive = no such curve, though single readings can be large; an effect the other way counts as inactive or inconclusive. Compounds as they come; overall some 15% were active at least once.

nr	canonical_smiles	BRCA1 expr act	p53 reactivation	TRPV1 agonist	Rab9 promoter act	RORgamma inh	FLuc modulator	ELG1 repair inh	VP16 counter	NPC1 prom act	ELG1 genotoxic	Tb PFK block
1	Cc1ccc(NC(=O)Nc2sc(=S)n(C)c2C)cc1	0%	8%	-1	19%	17%	-17%	?	10%	18%	18%	-4%
2	COc1cc(SC)ccc1C(=O)N(C)Cc1ccccc1	1%	-4%	5	-5%	17%	1%	4%	?	0%	0%	-5%
3	COc1ccc(C(=O)C=CNNC(=O)c2ccc(Cl)cc2)cc1	-67%	/	-5	-6%	-4%[1.91 µM]	-6%	-12%	?	-7%	7%	-1%
4	COc1cccc(CN(C)C(=O)c2cccc(S(=O)(=O)N3CCN(c4ccc(F)cc4)CC3)c2)c1OC	-54%	-6%	13	-22%	/	-1%	?	/	-19%	-7%	-4%
5	CN(C)c1cc2c(cc1NC(=O)c1ccccc1Cl)n(C)c(=O)n2C	-26%	/	11	-7%	/	3%	?	/	-4%	8%	2%
6	OCCNC(=S)Nc1ccc2nsnc2c1	41%	4%	1	-3%	-14%	-1%	-25%	27%	-1%	-8%	-7%
7	O=C(NCC(=O)c1ccccc1)OCc1ccc([N+](=O)[O-])cc1	24%	/	28	3%	?	-12%	?	22%	4%	3%	-11%
8	O=C(O)C1CCN(C(=O)CSc2nc3ccccc3c(=O)n2Cc2ccccc2)CC1	-27%	-1%	2	-1%	-1%	1%	-15%	3%	-1%	0%	0%
9	O=C(CSc1nc2ncc(Br)cc2[nH]1)Nc1ccc2c(c1)OCO2	-10%	27%	19	5%	?	-4%	-5%	7%	-4%	0%	4%
10	O=C(O)c1ccc(-c2nc(-c3ccccc3)cs2)cc1	?	5%	-6	1µM*	-19%	6µM*	?	-14%	1.4µM*	7%	-1%
11	Cc1nc(SCC(=O)NCc2ccccc2)c2oc3ccccc3c2n1	-17%	1%	4	-5%	1%	2%	0%	0%	1%	1%	2%
12	Cc1oc(-c2cccc3ccccc23)nc1CN1CCC[C@H]1CO	-5%	-4%	5	2%	7.1µM*	0%	10%	?	-3%	-2%	1%
13	Cc1ccccc1NC(=O)c1ccc2c(c1)C(=O)N(CCC(C)C)C2=O	-24%	0%	?	-1%	1%	3%	4%	-8%	-2%	-5%	0%
14	Cc1cc(C)cc(NC(=O)C(c2ccccc2)N2CCN(CC(=O)NC3CC3)CC2)c1 (configuration not stated)	-24%	-3%	5	-4%	/	-11%	-3%	/	3%	0%	2%
15	COc1ccc(/C=C/C(=O)Oc2ccc(/C=N/NC(=O)COc3c(C)cccc3C)cc2)cc1	/	10%	2	-7%	-31%	0%	10%	0%[0.365 µM]	-2%	21%	-1%
16	O=C(CSc1nc(-c2ccccc2)c(-c2ccccc2)[nH]1)NCCN1C(=O)CSC1=O	-85%[inhibitor]	3%	-2	-4%	-20%	-1%	-3%	-1%	-2%	2%	-5%
17	COC(CNC(=O)C(=O)Nc1cc2c3c(c1)CC(=O)N3CCC2)OC	0%	6%	-2	-3%	-5%	-1%	19%	18%	2%	-1%	2%
18	Fc1ccccc1NC(=S)N1CCOCC1	-24%	-3%	0	-10%	0%	-1%	-6%	4%	0%	-1%	-8%
19	O=C(N/N=C/c1cccc2cccnc12)[C@H]1C[C@@H]1c1ccccc1	-52%	-3%	2	-5%	3.5µM*	-19%	-21%	8.9µM*	-2%	-5%	2%
20	O=C(O)c1cc2c(o1)CCC/C2=N\O	1%	-2%	-2	0%	12%	4%	14%	-5%	-3%	2%	2%
21	COC(=O)CN(C#N)c1nc(N(C)C)nc(N(C)C)n1	2%	9%	1	-4%	-3%	-2%	11%	-9%	-2%	19%	-3%
22	COc1cc2c(cc1NC(=O)Cc1ccc(C)cc1)oc1ccccc12	7.9µM*	?	2	?	?	15µM*	?	0%	21%	12%	0%
23	Cn1cccc1C(=O)OCC(=O)Nc1ccc2c(c1)CCC2	?	12%	20	?	26%	?	?	-11%	?	21µM*	4%
24	Cc1cc(Br)ccc1OCC(=O)N(Cc1nc(-c2ccccc2)no1)C(C)C	-36%	-11%	2	-5%	?	1%	?	-15%	-3%	-2%	1%
25	CC(=O)OC(C(=O)NC1CCCCC1)c1ccc(C#N)cc1 (configuration not stated)	18%	-3%	-2	-7%	-5%	11%	-4%	20%	-5%	3%	-4%
26	CCOC(=O)c1ccc(Nc2cc(C)nc3nc(C)nn23)cc1	1%	-3%	4	-4%	?	4%	2%	1%	-2%	1%	-1%
27	CN1CCN(S(=O)(=O)c2ccc(Cl)s2)CC1	7%	0%	-1	4%	2%	-7%	14%	-6%	1%	-16%	0%
28	O=C(CN1C(=O)S/C(=C\c2ccccc2)C1=O)NC1CCS(=O)(=O)C1 (configuration not stated)	-8%	-9%	-2	-4%	-12%	3%	12%	-13%	1%	0%	1%
29	O=C(CSc1ccc(-c2cccs2)nn1)N1CCCCC1	96%	?	-1	24%	-7%	?	?	28%	29%	?	-5%
30	CNc1ccc(/C=C/C(=O)c2ccc(C)cc2)cc1[N+](=O)[O-]	35%	?	2	-1%	20%	?	?	3%	5%	?	0%
31	COc1ccc(C)cc1S(=O)(=O)Nc1cccc(-c2ccc(N3CCCCCC3)nn2)c1	17%	5%	2	3%	10%	9.5µM*	?	-3%	0%	2%	-1%
32	O=C(/C=C/c1ccco1)Nc1ccccc1C(=O)O	?	1%	-2	2.8µM*	?	2.7µM*	?	?	2µM*	10µM*	-28%
33	COc1ccc(-c2cc(C)no2)cc1S(=O)(=O)N(C)c1cccc(C)c1	-25%	-9%	18	-2%	-1%	2%	-2%	2%	-5%	-2%[9.26 µM]	-3%
34	CC(=O)OCC(=O)[C@@]1(O)CC[C@H]2[C@@H]3CCC4=CC(=O)C=C[C@]4(C)[C@H]3C(=O)C[C@@]21C	-18%	0%	-2	13%	10%	-1%	0%	-7%	-5%	0%	0%
35	COc1ccc(/C(O)=C2/C(=O)C(=O)N(CCCN3CCOCC3)C2c2ccc(OC)cc2)cc1 (configuration not stated)	-5%	6%	-1	-2%	?	1%	1%	-3%	3%	0%	1%
36	Cn1c(N)c(C(=O)CSc2nc(N)cc(N)n2)c(=O)n(C)c1=O	1%	-1%	1	0%	13%	-1%	3%	5%	-3%	0%	-3%
37	COc1cc(/C=C/C(=O)Nc2nc3ccc(S(=O)(=O)N(C)C)cc3s2)cc(OC)c1OC	-19%	-8%	-1	-3%	3%	0%	?	-2%	-5%	1%	1%
38	O=C(Nc1ccncc1)c1cccc2ccccc12	-9%	-3%	/	-4%	11%	-14%	?	-5%	-2%	-5%	-7%
39	CCOC(=O)Nc1oc2ccccc2c(=O)c1C	0%	3%	8	0%	45%	5%	-1%	-8%	-5%	4%	3%
40	Cc1ccc(S(=O)(=O)NC(Cc2ccccc2)C(=O)O)cc1C (configuration not stated)	2%	9%	1	-1%	-1%	0%	14%	-3%	0%	0%	-10%
41	Cc1ccc(/C=[N+](/C)[O-])cc1	12%	-1%	1	-2%	-13%	-2%	7%	-1%	0%	1%	2%
42	CC1Cc2ccccc2N1C(=O)c1ccc2c(c1)nnn2C (configuration not stated)	8%	-7%	2	9%	9%	2%[2.3 µM]	2%	3%	0%	0%	20%
43	COCCCNC(=O)CN1C(=O)COc2ccc(S(=O)(=O)N3CCOCC3)cc21	-13%&1%	8%	0	1%	-19%	-2%&-5%	14%	-3%	0%	1%	2%
44	O=C(N/C(=C/c1ccccc1F)C(=O)N1CCCCC1)c1ccccc1	-10%	-1%	-1	0%	24%	0%	1%	-10%	-2%	-2%	-4%
45	CCOc1ccc(NC(=O)C(C)SC(N)=O)cc1 (configuration not stated)	14%	24%	4	3%	-17%	2%	-1%	0%	-3%	4%	0%
